BRCA1 expr act – qHTS Assay to Identify Small Molecule Activators of BRCA1 Expression; MCF7-BRCA1-FFLuc reporter, luminescence, 48 h; response scale: scaled: vehicle 0%, 10 µM genistein 100%; Potency, µM (top dose mostly 46.1 µM), without a hit: at the top dose activation, actives largely listed as activators; hit rate 1.1% among 380,000; AID 624202, 2012; also: nearly all actives have a fitted effect of over 80% in size; some results filed as inactive show a strong effect at the top dose
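48 h compound treatment of MCF7-BRCA1-FFLuc cells (phenol-red free MEM, 37 °C), then 15 min with luciferase substrate and luminescence imaging.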
Gal4-VP16 FLuc – VP16 counterscreen qHTS for inhibitors of ROR gamma transcriptional activity | Drosophila S2 Gal4-VP16 UAS-luciferase, luminescence, 20 h | Potency, µM (highest dose often 53.6 µM), for inactives: at the top dose activity, negative = inhibition, usual class: inhibitors | hit rate 3.5% among 310,000 | AID 2546, 2010;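 also: Gal4-VP16 expression switched on by copper sulfate through the metallothionein promoter; % is scaled to controls: 0 for no effect and ±100 for the full control effect; nearly all actives have a fitted effect of over 50% in size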
ELG1 genotoxic – qHTS screen for small molecules that induce genotoxicity in human embryonic kidney (HEK293T) cells expressing luciferase-tagged ELG1. HEK293T ELG1-luciferase reporter, luminescence, 16 h. Potency, µM (series often up to 46 µM), without a hit: top-dose activity change, positive = activation, usual class: activators. hit rate 1.3% among 330,000. AID 504466, 2011; also: % of control where 0% means no effect; nearly all actives have a fitted effect of over 60% in size
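Genotoxicity was scored as increased ELG1-luciferase reporter signal, measured by ONE-Glo luminescence (30 min, room temperature). Compound or vehicle exposure of the HEK293T reporter cells lasted 16 hr at 37°C.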
Rab9 prom act – qHTS Assay for Rab9 Promoter Activators; Huh7 Rab9 promoter-luciferase reporter, luminescence, 24 h; Potency, µM (doses to about 9.22 µM), without a hit: at the highest dose activation, negative = inhibition, most hits filed as activators; hit rate 2.8% among 320,000; AID 485297, 2010; also: % of control where 0% means no effect; nearly all actives have a fitted effect of over 60% in size
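Steps: seed 1500 Huh7 Rab9-luc cells per well, rest 2 h at 37 °C; add compound in DMSO; incubate 24 h; add luciferase reagent, 10 min ambient; read luminescence.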
RORg inh – qHTS for inhibitors of ROR gamma transcriptional activity; hit rate 5.4% among 310,000; Potency, µM (doses to about 53.6 µM), inactives show top-dose activity change, negative = inhibition, actives largely listed as inhibitors; Drosophila S2 Gal4-RORgamma UAS-luciferase reporter, 20 h; AID 2551, 2010; also: % is scaled to controls: 0 for no effect and ±100 for the full control effect; nearly all actives have a fitted effect of over 60% in size
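Luciferase reporter read in Schneider cells carrying Gal4-RORγ (mouse) and UAS-Photinus luciferase; cells given compound 1 h before 700 uM copper sulfate induction, then incubated 20 h at ambient temperature.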
MBNL1 CUG block – qHTS Assay for Inhibitors of MBNL1-poly(CUG) RNA binding; Muscleblind-like protein 1 (Homo sapiens), Q9NR56; TR-FRET MBNL1-His/biotin-(CUG)12 binding, 665/545 ratio; Potency, µM (titrated, usually from 57.5 µM), without a hit: at the highest dose activity change, negative = inhibition, usual class: inhibitors; hit rate 0.036% among 280,000; AID 2675, 2010; active = well fitted inhibition curve with a large enough effect in the signal ratio, with a control signal flat, not every such curve was filed as active; inconclusive = small, poorly fitted or top-dose-only effect, or effect the other way, or a change in a side signal; inactive = no such curve, though single readings can be large or run the other way; the % refers to the signal ratio; also: % is scaled to controls: 0 for no effect and ±100 for the full control effect
Target sequence (Q9NR56 whole entry, looked up): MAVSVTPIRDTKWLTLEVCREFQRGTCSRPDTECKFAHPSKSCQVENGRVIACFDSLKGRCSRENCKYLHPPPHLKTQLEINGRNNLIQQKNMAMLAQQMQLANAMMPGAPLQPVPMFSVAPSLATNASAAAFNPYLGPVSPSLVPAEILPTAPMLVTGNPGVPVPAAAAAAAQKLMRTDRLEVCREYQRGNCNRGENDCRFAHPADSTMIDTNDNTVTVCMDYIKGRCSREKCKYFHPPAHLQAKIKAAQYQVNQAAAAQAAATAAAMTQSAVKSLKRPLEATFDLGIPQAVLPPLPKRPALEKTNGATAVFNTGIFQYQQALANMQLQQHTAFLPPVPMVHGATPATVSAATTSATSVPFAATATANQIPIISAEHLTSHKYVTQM
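Compounds (final 92 nM to 58 uM) are added to His-tagged MBNL1 and biotin-(CUG)12, then terbium anti-His antibody and streptavidin-XL665 (5 nM final). After 60 min at room temperature, the 665/545 nm ratio is read.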
NPC1 promoter act – qHTS Assay for NPC1 Promoter Activators | Huh7 NPC1 promoter luciferase reporter, 24 h | Potency, µM (top dose mostly 9.22 µM), for inactives: at the highest dose activation, hits mostly activators | hit rate 2.4% among 320,000 | AID 485313, 2010;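 also: % of control where 0% means no effect; nearly all actives have a fitted effect of over 60% in size; reporter is driven by a mutant NPC1 promoter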
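Luminescence from an NPC1 promoter-driven luciferase reporter in stably transfected Huh7 cells was measured after 24 h compound treatment at 37 °C, followed by 10 min ambient incubation with luciferase detection reagent.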
p53 reactivation – qHTS assay for re-activators of p53 using a Luc reporter; H1299 p53-A138V BP100-luciferase reporter, luminescence, 24 h; Potency, µM (top dose mostly 92.2 µM), for the others: at the highest dose activity change, positive = activation, usual class: activators; hit rate 0.063% among 320,000; also: % of control where 0% means no effect; nearly all actives have a fitted effect of over 45% in size
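p53-null H1299 cells stably carrying temperature-sensitive p53-A138V and a BP100-luciferase reporter were pinned with compounds (4-point, 1:5 series) and held 24 hrs at 37 deg C. Luminescence was read 10 min after detection reagent.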
uPA generation – qHTS for Inhibitors of Cell Surface uPA Generation. cell surface uPA generation assay, qHTS. Potency, µM (doses to about 38.3 µM), for the others: at the top dose activity change, negative = inhibition, hits mostly inhibitors. hit rate 0.31% among 330,000. AID 540303, 2011; active = well fitted inhibition curve with a large enough effect; inconclusive = small, poorly fitted or top-dose-only effect; inactive = no such curve, though single readings can be large or run the other way; tested in mouse RAW 264.7 cells; also: % is scaled to controls: 0 for no effect and ±100 for the full control effect; nearly all actives have a fitted effect of over 55% in size
FLuc modulator – qHTS profiling assay for firefly luciferase inhibitor/activator using purifed enzyme and Km concentrations of substrates (counterscreen for miR-21 project); Potency, µM (doses to about 57.5 µM), for inactives: at the highest dose activity change, negative = inhibition, hits mostly inhibitors; purified FLuc, Km substrates, luminescence inhibition; hit rate 6.9% among 360,000; Luciferin 4-monooxygenase (Photinus pyralis), P08659;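 also: plate controls were vehicle for no effect and reference inhibitor for full effect; nearly all actives have a fitted effect of over 55% in size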
Target sequence (P08659 whole entry, looked up): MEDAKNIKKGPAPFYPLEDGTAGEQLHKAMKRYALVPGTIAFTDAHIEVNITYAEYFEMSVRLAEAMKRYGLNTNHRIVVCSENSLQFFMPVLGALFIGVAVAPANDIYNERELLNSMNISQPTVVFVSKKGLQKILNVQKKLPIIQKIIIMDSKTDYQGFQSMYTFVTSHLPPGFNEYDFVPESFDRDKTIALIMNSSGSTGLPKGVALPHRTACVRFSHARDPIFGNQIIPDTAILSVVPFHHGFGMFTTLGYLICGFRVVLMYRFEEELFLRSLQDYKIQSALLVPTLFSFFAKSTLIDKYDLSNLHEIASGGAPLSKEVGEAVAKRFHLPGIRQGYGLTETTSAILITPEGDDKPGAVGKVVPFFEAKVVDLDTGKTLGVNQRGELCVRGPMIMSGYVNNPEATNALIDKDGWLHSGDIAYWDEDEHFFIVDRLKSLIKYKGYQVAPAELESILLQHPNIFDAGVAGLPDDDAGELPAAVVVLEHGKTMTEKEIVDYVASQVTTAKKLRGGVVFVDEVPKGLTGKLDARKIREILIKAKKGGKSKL
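Purified P. pyralis luciferase (10nM final) with 10uM D-luciferin and 10uM ATP (Km levels) in 50mM Tris acetate pH 7.5, 10mM Mg acetate, 0.01% Tween-20, 0.05% BSA; qHTS 6-point titration, ~60 µM downward; luminescence read.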
* marks the source's active call; other numbers are inactive results; ? = inconclusive; . = not tested or not shown; & = joins results of further samples; [ ] = another dose, or the depositor's remark. Unless noted, calls follow the shape of the dose curve; as a rule, active = well fitted curve in the direction sought with a large enough effect; inconclusive = small, poorly fitted or top-dose-only effect, or another doubt; inactive = no such curve, though single readings can be large; an effect the other way counts as inactive or inconclusive. Potency is read from the fitted curve at half-maximal effect. An unsorted share of the library; 13% or so of the library scored in one or more.

SMILES	BRCA1 expr act	Gal4-VP16 FLuc	ELG1 genotoxic	Rab9 prom act	RORg inh	MBNL1 CUG block	NPC1 promoter act	p53 reactivation	uPA generation	FLuc modulator
COc1ccccc1NC(=O)C(C)OC(=O)COc1cccc2c1OC(C)(C)C2 (stereo not given)	-11%	.	-2%	-2%	.	.	-2%	1%	2%	6%
Cc1cccc(-c2nnc(SCCOc3ccc4c(C)cc(=O)oc4c3)o2)c1	11%	0%	-1%	3%	5%	1%	2%	-6%	-6%	2%
NS(=O)(=O)c1ccc(CCNC(=S)Nc2ccccc2)cc1	-9%	?	-5%	9%	27%	-29%	-4%	-2%	0%	0%
CN(C)c1ccc(S(=O)(=O)NCC(=O)OCC(=O)Nc2cc(Cl)cc(Cl)c2)cc1[N+](=O)[O-]	-5%	1%	4%	1%	41%	15%	5%	-5%	1%	0%
CCOC(=O)c1cccc(NC(=O)c2cccs2)c1	11%	3%	?	18%	?	8%	27%	13%	-4%	21µM*
Cc1cnc(CN(C)C(=O)CC2C(=O)NCCN2CCCc2ccccc2)[nH]1 (stereo not given)	-13%	2%	-4%	5%	-6%	-6%	0%	22%	1%	4%
Cc1ccccc1Nc1nc(N)nc(COC(=O)c2c(C)noc2C)n1	-42%	.	0%	.	.	.	.	-12%	0%	.
Cn1c(-c2ccccc2)cc2ccccc21	-1%	6%	-1%	-4%	45%	-3%	0%	1%	-2%	?
Cc1cc(NC(=O)CSc2ccccc2)no1	0%	19%	1%	-5%	-1%	0%	-3%	2%	0%	2%
CCOC(=O)N1CCN(S(=O)(=O)c2ccc(C(=O)N(CCCN(C)C)c3nc4ccc(CC)cc4s3)cc2)CC1	0%	-18%	13%	?	-11%	-2%	?	2%	-10%	7%
COC(=O)CNC(c1ccccc1)c1cc(Br)ccc1NC(=O)OCc1ccccc1 (stereo not given)	-38%	-18%	-7%	13%	2%	-3%	1%	6%	4%	-2%
COc1ccccc1C(=O)NC1CCN(C(=O)Nc2ccc(F)cc2)CC1	-2%	1%	0%	-3%	1%	-6%	-1%	-3%	-1%	0%
O=c1oc(-c2ccco2)nc2sc3c(c12)CCCC3	7%	-3%	0%	-3%	?	1%	11%	?	-22%	1.5µM*
CC(C)(C)n1ncc2c(=O)n(Cc3ccc(Cl)cc3Cl)cnc21	-22%	?	-7%	-2%	?	7%	4%	10%	-4%	?
CCCCC(O)(CCCC)C(=O)NN(C(=O)OCC)c1ccccc1	-58%	-6%	0%	-2%	17%	-2%	-10%	0%	3%	-1%
COc1ccc(CN(C)C(=O)Cn2cnc3c(SC)nc(N)nc32)cc1OC	-2%	.	-4%	.	.	.	.	2%	?	.
CCOC(=O)C(=CNCC(=O)O)C(=O)OCC	4%	-6%	0%	-1%	-6%	-1%	-4%	-3%	1%	-2%
O=C(COC(=O)c1ccccc1SCC(=O)NC1CCS(=O)(=O)C1)NC1CCS(=O)(=O)C1 (stereo not given)	-9%	-18%[10 µM]	-5%	-8%	3%	1%	-2%	2%	3%	8%
CCCCN(C)CCNC(=O)c1ccc(Cn2c(=S)[nH]c3ccc(Br)cc3c2=O)cc1	-46%	?	9%	-6%	?	-1%	-2%	12%	-7%	?
O=C(OCC(=O)c1ccc[nH]1)c1ccc(Cl)c(Cl)c1	-6%	.	-2%	.	.	.	.	0%	4%	.
CCN(CC)CCNC(=O)Cc1nn(CC)c(=O)c2ccccc12	9%	4%	3%	6%	-6%	-15%	-1%	1%	-1%	3%
CN(C)S(=O)(=O)c1ccc(C(=O)NCC2CC2(Cl)Cl)cc1 (stereo not given)	17%	?	-1%	-1%	23%	-9%	-1%	4%	.	1%
CCc1nnc(NC(=O)CN2CCN(C(=O)c3ccccc3)CC2)s1	-5%	2%	0%	-6%	2%	-3%	-2%	-1%	-2%	1%
O=C(Cc1c(F)cccc1Cl)Nc1ccon1	-1%	2%	-1%	-1%	30%	-4%	0%	3%	-7%	0%
Cc1cc(C)c2nc(C(F)(F)F)c(C#N)c(N)c2c1	-14%	6%	-17%	-1%	?	17%	-1%	1%	1%	-1%
Oc1ccc(C[C@@H]2CNC(=S)N2CCCCC2CCCCC2)cc1	-14%	?	-8%	1%	8.9µM*	17%	0%	7%	-12%	1%
CCc1ccccc1NC(=O)[C@@H]1CCC(=O)N1C1OC(=O)c2c1ccc(OC)c2OC (stereo not given in full)	17%	0%	1%	-3%	-17%	-8%	-1%	.	-5%	2%
COc1ccc(C(=O)CSc2nc3ncccc3[nH]2)cc1OC	0%	-1%	-5%	-3%	14%	10%	-1%	-1%	0%	-4%
Cc1cccc(/C=N\NC(=O)c2ccc(Cl)cc2)c1O	31%	13µM*	?	?	6.3µM*	-9%	-22%	?	-14%	1.5µM*
COc1ccc(NC(=O)c2cccc(-n3c(C)ccc3C)c2)c(OC)c1	-11%	21%	?	1%	?	.	2%	?	-7%	-4%
O=C(CNS(=O)(=O)c1cccs1)N1CCN(c2ccccc2F)CC1	46%&55%	11%	18%	?	9%	-3%	-3%	8%	2%	-6%&-11%
CC1=C(C(=O)N(C)C)C(c2ccc(Cl)c(Cl)c2)NC(=O)N1 (stereo not given)	-21%	-1%	1%	4%	-22%	4%	7%	-5%	4%	-1%
COc1ccccc1C(=O)Nc1nnc(S(=O)(=O)N2CCCCC2)s1	48%	-1%	4%	2%	21%	11%	0%	27%	-4%	-10%
COc1cccc(C2NC(=O)NC(C)=C2C(=O)OCC2CCCCC2)c1 (stereo not given)	-14%	-5%	1%	0%	-4%	0%	-7%	-2%	-1%	0%
CCCOc1ccc2ccccc2c1/C=C1\SC(=O)NC1=O	-4%	-19%	-2%	-5%	?	5%	10%	-4%	-13%	-14%
Cc1ccc(N2CC(C(=O)NC(C)CCc3ccccc3)CC2=O)cc1 (stereo not given)	3%	7%	0%	-6%	15%	-3%	0%	25%	-5%	2%
COc1cc(S(=O)(=O)N2CCOCC2)ccc1NC(=O)COC(=O)c1ccccn1	14%	-7%	-2%	1%	-14%	-3%	-4%	-1%	8%	3%
Cc1cccc(C)c1NC(=O)CNC(=O)Cc1c[nH]c2ccccc12	9%	.	-1%	-3%	.	.	-2%	-1%	-2%	6%
O=C(Cc1ccc(F)cc1)Nc1cccc(-c2cn3c(n2)SCC3)c1	-16%	3%	0%	0%	23%	9%	0%	0%	2%	?
OCC[C@H]1C[C@H](O)[C@@H](O)[C@@]2(CCCCO2)O1	-1%	5%	1%	-10%	-9%	-11%	-2%	6%	15%	3%
NS(=O)(=O)c1ccc(CCN2C(=O)/C(=C\c3ccc(Cl)cc3)SC2=S)cc1	-93%[inhibitor]	-24%	2%	-12%	-17%	-11%	-14%	9%	?	1%
CCCCc1nnc(NC(=O)CN(C)S(=O)(=O)c2ccc(C)cc2)s1	-1%	15%	-10%	-2%	22%	-5%	-3%	-5%	-1%	3%
COc1ccc2oc(C(=O)N(Cc3ccco3)Cc3cccs3)c(C)c2c1	-32%	.	0%	-3%	.	.	0%	-2%	-18%	-17%
Cc1ccc(-c2[nH]nc3c2C(c2ccc(OC(=O)N4CCOCC4)cc2)C(C#N)=C(N)O3)cc1 (stereo not given)	4%	-5%	3%	-2%	28%	?	-4%	1%	.	7%
Cc1ccc2[nH]c(=O)c(CN(CC3COCCO3)C(=O)Nc3ccccc3C)cc2c1 (stereo not given)	-23%	5%	-7%	-3%	10%	-2%	-5%	-3%	-7%	-3%
CCCC(NC(=O)CNC(=O)C(C)(C)C)C(=O)O (stereo not given)	9%	-7%	-1%	-6%	-8%	4%	-5%	9%	1%	2%
O=C(Nc1ccc2c(c1)OCO2)C1CCN(S(=O)(=O)c2cccc3cccnc23)CC1	0%	2%	-3%	-7%	34%	5%	2%	6%	3%	-7%
CC(=O)c1cccc(NC(=O)N2CCCC2C(=O)NCc2ccccc2)c1 (stereo not given)	19%	-2%	2%	7%	28%	?	0%	1%	0%	5%

Assay outcomes deposited in PubChem by National Center for Advancing Translational Sciences (NCATS).
